ATXN2 expr inh: inhibitors of ATXN2 expression | HEK-293 ATXN2-luciferase reporter, luminescence, 24 h | Potency, µM (highest dose often 57 µM), without a hit: at the highest dose activity change, negative = inhibition, actives largely listed as inhibitors | 360,000 tested, 0.72% active | AID 1745845; further: potency means the concentration at half of the fitted maximal effect; on the % scale 0 is the no-effect control and ±100 the full control effect; nearly all actives have a fitted effect of over 55% in size
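qHTS (up to 57 uM final) was run with 24 h compound exposure of reporter cells at 37 °C. Each well was multiplexed: SteadyGlo luminescence measured ATXN2-luciferase expression after a fluorogenic Gly-Phe-AFC viability readout (25 uM final).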
Nrf2 inh: inhibitors of Nrf2 signaling; AID 504444; A549 ARE-Fluc reporter, luciferase luminescence, 18-24 h; Potency, µM (top dose mostly 46 µM), for the others: at the highest dose activity change, negative = inhibition, most hits filed as inhibitors; 360,000 tested, 2.1% active; further: potency means the concentration at half of the fitted maximal effect; on the % scale 0 is the no-effect control and ±100 the full control effect; nearly all actives have a fitted effect of over 60% in size
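Nrf2 function is reported as luminescence of an ARE-controlled luciferase in A549 cells. Compounds were tested at several concentrations, and a CellTiter-Fluor read on the same wells flagged cytotoxicity.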
HepG2 viability: counter-screen for TGF-b inhibitors: cytotoxicity in HepG2 cells. HepG2 CAGA-GFP viability, ATP luminescence, 18 h. Potency, µM (series often up to 46.1 µM), for inactives: at the highest dose activity change, negative = cytotoxicity, actives largely listed as cytotoxic. 410,000 tested, 0.76% active; further: potency means the concentration at half of the fitted maximal effect; some results filed as inactive show a strong effect at the top dose
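HepG2 CAGA-GFP cells (1000/well, DMEM with 1% FBS) received compound, then TGF-beta at 500 pg/mL final, and were incubated 18 hours at 37 degrees C. Viability was read by CellTiter-Glo luminescence. Media-only wells were set as complete cell-killing and DMSO as no toxicity.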
Nrf2 activator: Nrf2 pathway activation; AREc32 ARE-luciferase reporter (MCF7-derived line), luminescence, 24 h; Potency, µM (titrated, usually from 46.1 µM), for inactives: top-dose activation, actives largely listed as activators; 410,000 tested, 0.31% active; AID 624171; further: potency means the concentration at half of the fitted maximal effect; % of control where 0% means no effect; nearly all actives have a fitted effect of over 65% in size
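AREc32 cells carrying an ARE-driven firefly luciferase reporter were seeded at 1000 cells/well in OPTI-MEM with 5% FBS, then exposed to compound for 24 hr at 37 deg C. Luminescence was read with Steady-Glo after 30 min at RT.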
TGFb SMAD3 inh: blocks TGF-b signaling; Potency, µM (highest dose often 46.1 µM), for the others: at the top dose activity, negative = inhibition, hits mostly inhibitors; 410,000 tested, 1.2% active; AID 588855; HepG2 CAGA-GFP TGF-b/SMAD3 reporter, GFP fluorescence, 18 h; TGF-beta stimulated, 500 pg/mL final; further: potency means the concentration at half of the fitted maximal effect; on the % scale 0 is the no-effect control and ±100 the full control effect; nearly all actives have a fitted effect of over 65% in size
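Smad-responsive CAGA-GFP expression was quantified in HEPG2 cells exposed to compounds and 500 pg/mL final TGF-beta for 18 h at 37 degrees C; unstimulated wells defined full inhibition.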
S2 tox: reduces viability in counter-screen for ATXN expression inhibitors; S2 cells (HEK-293 line with an ATXN2-luciferase reporter) viability, CellTiter-Fluor protease fluorescence, 24 h; Potency, µM (doses to about 56.7 µM), hits mostly cytotoxic; 400,000 tested, 0.49% active; AID 651635; further: potency means the concentration at half of the fitted maximal effect; nearly all actives have a fitted effect of over 40% in size
EPAC2 ag: EPAC2 (human) agonism; Potency, µM (doses to about 154 µM), for the others: at the top dose activation, hits mostly activators; EPAC2 activation, biochemical qHTS; response scale: 100% = 6.5 mM cAMP response; 360,000 tested, 0.079% active; AID 720711; Q8WZA2; further: potency means the concentration at half of the fitted maximal effect; nearly all actives have a fitted effect of over 50% in size
Target sequence (Q8WZA2 whole entry, looked up): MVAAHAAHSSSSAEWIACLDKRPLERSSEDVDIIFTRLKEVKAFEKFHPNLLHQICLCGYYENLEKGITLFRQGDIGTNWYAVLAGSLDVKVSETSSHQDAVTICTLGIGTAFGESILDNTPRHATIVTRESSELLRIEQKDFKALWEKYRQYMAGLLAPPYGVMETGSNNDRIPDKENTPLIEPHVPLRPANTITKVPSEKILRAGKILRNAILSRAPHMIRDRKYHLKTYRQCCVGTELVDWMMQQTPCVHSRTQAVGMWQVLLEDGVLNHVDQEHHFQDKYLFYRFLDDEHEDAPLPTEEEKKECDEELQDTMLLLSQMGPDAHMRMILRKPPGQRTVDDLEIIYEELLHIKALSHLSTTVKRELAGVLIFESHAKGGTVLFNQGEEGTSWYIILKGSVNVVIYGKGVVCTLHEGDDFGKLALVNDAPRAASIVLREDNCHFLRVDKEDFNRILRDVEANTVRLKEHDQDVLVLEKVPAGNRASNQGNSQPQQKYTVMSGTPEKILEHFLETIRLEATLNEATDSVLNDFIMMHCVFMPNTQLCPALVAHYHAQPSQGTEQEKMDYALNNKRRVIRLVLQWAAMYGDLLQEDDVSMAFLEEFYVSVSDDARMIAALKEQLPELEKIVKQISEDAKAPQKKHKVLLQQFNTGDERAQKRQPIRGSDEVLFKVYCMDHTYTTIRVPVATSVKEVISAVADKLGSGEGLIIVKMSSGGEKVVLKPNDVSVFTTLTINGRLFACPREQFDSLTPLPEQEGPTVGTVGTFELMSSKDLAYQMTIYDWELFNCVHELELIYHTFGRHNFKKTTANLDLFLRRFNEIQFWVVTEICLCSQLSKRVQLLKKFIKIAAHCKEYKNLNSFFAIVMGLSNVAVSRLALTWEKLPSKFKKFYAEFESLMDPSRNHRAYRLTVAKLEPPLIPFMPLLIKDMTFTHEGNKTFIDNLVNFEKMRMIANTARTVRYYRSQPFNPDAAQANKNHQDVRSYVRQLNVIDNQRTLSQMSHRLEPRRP
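EPAC2 (100 nM) mixed with Rap1B loaded with BODIPY-GDP (250 nM) plus 50 uM unlabeled GDP; compounds pinned in, 5 min RT, then read every 5 min for 30 min (ex 480, em 540 nm). Normalized to cAMP control.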
A549 viability: kills or reduces viability of A549 cells in Nrf2 counter-screen. AID 504648. A549 ARE-Fluc cells, CellTiter-Fluor viability, 18-24 h. 390,000 tested, 0.16% active. Potency, µM (top dose mostly 46 µM), inactives show at the highest dose activity change, negative = cytotoxicity, hits mostly inhibitors; further: potency means the concentration at half of the fitted maximal effect; on the % scale 0 is the no-effect control and ±100 the full control effect
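Cytotoxicity counterscreen: CellTiter-Fluor fluorescence was measured in A549 ARE_Fluc cells after 18-24 h of compound exposure in a concentration series. The subsequent BugLite luminescent read reports ARE-luciferase activity.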
IL2 activator: activators of IL-2; IL-2 activation reporter assay, cell-based qHTS; stimulated with anti-CD3/CD4/CD28 beads; in transgenic mouse T cells; activation, % (series mostly up to about 46 µM); 360,000 tested, 0.065% active; in the data active means activation above about 50%; inconclusive means mostly about 30% to 49%; further: 0% is about no effect
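Readout: EGFP and DsRed signals by fluorescent plate cytometry. Unstimulated transgenic mouse T cells received compound 60 min before antibody-bead stimulation, then incubated 18 h at 37 degrees C.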
* = called active by the depositor; i = inactive; u = inconclusive; x = not tested or not shown; & = joins results of further samples; [ ] = dose if it differs, or a comment. Unless noted, the call rests on the fitted dose curve; in most records, active means well fitted curve in the direction sought with a large enough effect; inconclusive means small, poorly fitted or top-dose-only effect, or another doubt; inactive means no such curve, though single readings can be large; an effect the other way counts as inactive or inconclusive.

SMILES | ATXN2 expr inh | A549 viability | Nrf2 activator | EPAC2 ag | S2 tox | Nrf2 inh | TGFb SMAD3 inh | HepG2 viability | IL2 activator
COc1ccc(CCNC(N)=S)cc1OC | 6% | 1% | 0.2% | 11% | i | -7% | -14% | 0% | 1.2
CCOC(=O)C1CCN(C(=O)c2ccc(Cl)c(S(=O)(=O)N3CCOCC3)c2)CC1 | 7% | -3% | 0.3% | 10% | i | 3% | -2% | -3% | -0.4
Cc1ccc(-c2cc(C(=O)O)c3cc(Br)ccc3n2)o1 | -15% | 2% | 8.8% | -5% | u | 8% | -4% | -2% | 0.0
C=CCOCCN1C(=O)C2C(c3ccccc3)C=CC(c3ccccc3)C2C1=O (stereo not given) | -6% | 2% | 0.6% | 10% | i | -8% | -1% | -13% | -3.2
Cc1ccc(NC(=O)CSc2nc3c(oc4ccccc43)c(=O)n2Cc2ccco2)cc1 | 4% | -1% | -0.3% | x | i | 3% | 6% | -7% | x
Cc1ccc(-c2csc(N3CCC(C(N)=O)CC3)n2)cc1 | 35%[activator] | 9% | 2.8% | 7% | i | 9% | -21% | -16% | -0.8
CCCn1c(CCC(=O)Nc2ccc(OCC)cc2)nc2cccnc21 | -7% | 0% | -0.3% | x | u | u | u | -32% | x
COC(=O)/C=C1\S/C(=N\N=C\CC(=O)OC)NC1=O | -8% | 0% | 4.8% | 10% | u | 8% | 7% | 9% | -3.5
CCOc1ccc(CNC(=O)Nc2ccccc2)cc1 | 39%[activator] | 0% | 1.9% | 5% | x | u | -28% | 5% | 1.5
COc1ccc(CC(=O)Nc2ccc3nc(SC)sc3c2)cc1OC | -19% | 3% | 11% | -2% | i | 1% | 0% | -14% | 0.5
CCCN(CCC)C(=O)Cn1c(=O)n(-c2ccc(C)c(C)c2)c(=O)c2c3c(sc21)CCCCC3 | 7% | -6% | -0.1% | x | i | 14% | -8% | 5% | x
Cc1c(Br)c([N+](=O)[O-])nn1CC(=O)c1ccccc1 | x | -4% | -1.6% | 6% | i | 1% | 11% | 3% | 0.7
CSc1ccccc1NC(=O)c1cccnc1 | 5% | 0% | 0.2% | 3% | i | 4% | u | -4% | -2.4
CC1(C)CC(=O)C/C(=N\NC(=O)CCc2ccc(S(=O)(=O)N3CCOCC3)cc2)C1 | -12% | 1% | -1.1% | 2% | i | -7% | u | -1% | 0.1
CCn1c(SCC(=O)Nc2nccs2)nnc1-c1ccc(S(=O)(=O)N2CCCCCC2)cc1 | 1% | -13% | 0.4% | -6% | i | -26% | 10% | -3% | -3.3
O=C(CCC1CCCCC1)Nc1ccc(S(=O)(=O)Nc2nccs2)cc1 | 7% | -2% | -0.1% | 7% | i | 4% | 10% | -1% | -1.5
Cc1cc(=O)[nH]c2nnc(SCc3cccc(F)c3)n12 | x | -18% | 0.1% | x | x | x | -21% | -12% | x
O=C(NCC1CCCO1)c1ccc(S(=O)(=O)N2CCCCC2)cc1 (stereo not given) | 1% | -4% | -0.4% | -3% | i | -12% | 8% | -2% | -1.7
O=C(CNC(=O)c1ccco1)NCc1ccc2c(c1)OCO2 | 1% | -2% | 0.2% | 0% | u | 5% | 2% | 3% | 0.9
CC[N+](CC)(CC=C(C)C)CC(=O)OC | -3% | 2% | 0.0% | 3% | i | 9% | -3% | -60% | 0.8
Cc1cc(C)n2c(=O)[nH]nc2c1 | 23% | 17% | 4.6% | 6% | i | -4% | 13% | 9% | -0.2
Cc1ccc(NC(=O)CSc2nc(-c3cccs3)nc3cc(=O)[nH]n23)cc1C | x | -3% | 3.6% | x | x | 11% | -6% | 2% | x
CCC(=O)N1c2ccc(S(=O)(=O)N3CCN(CC)CC3)cc2CC1C (stereo not given) | 5% | -5% | -0.5% | 6% | i | 2% | 3% | -6% | -3.5
COc1ccc(-c2cc(C(F)(F)F)nc(SCC(=O)Nc3cc(C)on3)n2)cc1OC | 5% | -10% | 4.1% | -14% | i | -27% | 1% | -59% | -0.6
O=C(Nc1ccc2c(c1)C(=O)N(CC1CCCO1)C2=O)c1cccc(Br)c1 (stereo not given) | x | -10% | 7.1% | 23% | x | u | 5% | -17% | -0.1
CC1(C)CC(=O)c2sc(NC(=O)c3ccco3)nc2C1 | 5% | 4% | u | 0% | i | 4% | 2% | -16% | -3.6
COCCCNC(=O)CSc1nc(-c2ccc(OC)cc2)[nH]c1-c1ccc(OC)cc1 | -1% | -2% | 6.3% | x | i | 8% | u | -21% | x
COc1ccc(C2CC(=O)CCN2S(=O)(=O)c2ccc(C)cc2)cc1 (stereo not given) | -12% | 9% | 3.8% | 21% | i | 9% | 4% | 9% | 0.6
Cc1cc(F)ccc1-c1cc(C(=O)NC(C)C)[nH]n1 | 30% | x | -0.2% | -6% | i | x | 13% | -22% | 0.6
Cc1ccc(S(=O)(=O)N2CCCN(S(=O)(=O)c3ccc4c(c3)OCCO4)CC2)cc1 | -6% | -13%&-10% | -0.2% | 2% | i | u | -15%&-11% | -5%&-29% | 1.4
Cc1ccccc1NC(=O)CCc1c(C)nc2c(c1C)c(=O)n(C)c(=O)n2C | -1% | -3% | 0.2% | x | i | 0% | -3% | -14% | x
COc1ccc(Cl)cc1NC(=O)CN(C)S(=O)(=O)c1ccc2c(c1)CCCN2C(C)=O | -34% | -2% | 0.1% | x | u | x | u | -27% | x
COc1ccccc1S(=O)(=O)Cc1ccc(C(=O)N2CCN(c3ccc(C)cc3)C(C)C2)o1 (stereo not given) | -25% | 7% | -2.7% | 10% | i | -18% | -7% | -1% | -3.1
CC(/C=C1\SC(=Nc2cccnc2)NC1=O)=C\c1ccccc1 | -2% | -18% | 0.4% | 6% | i | -17% | -21% | 1% | 0.5
Cc1ccccc1N(C)S(=O)(=O)c1nnc(NC(=O)C(C)C)s1 | x | -10% | 0.2% | x | x | u | -9% | -1% | x
CCOc1cc(CNCCSc2nnnn2C)cc(Cl)c1OCc1ccc(Cl)cc1 | x | u | -1.8% | x | x | u | u | -118% | x
COc1cc(/C=C/C(=O)O)cc(S(=O)(=O)N(CC(C)C)CC(C)C)c1OC | -21% | 4% | -0.4% | 6% | i | -29% | 3% | -3% | 0.0
CCCN1C(=O)S/C(=C\c2ccc(N3CCOCC3)o2)C1=O | -10% | u | u | u | u | 7% | -3% | -154% | 1.3
CC(C)C[C@@H](CN1CCC[C@@H]1CN1C(=O)C(=O)NC[C@@H]1Cc1ccc(O)cc1)N1C[C@H](Cc2ccc(O)cc2)N(CC2CCCCCC2)C(=O)C1=O | 6% | x | -1.1% | 5% | i | x | x | x | -0.2
CCC(=O)Oc1ccc(NC(=O)CSCc2ccccc2)cc1 | x | -5% | 8.2% | 12% | u | 6% | 4% | 5% | -0.6
N=C1/C(=C/c2cccs2)C(=O)N=C2SN=C(SCc3ccccc3)N12 | 3% | -25% | -0.4% | -2% | i | -20% | -1% | -30% | -1.9
O=C(CN1CCN(C(=O)c2ccco2)CC1)Nc1ccccc1-c1ccccc1 | -5% | -5% | -0.7% | 1% | i | u | -6% | -34% | 0.2
COCCn1c(=S)[nH]c2cc(C(=O)N3CCN(c4ccccc4OC)CC3)ccc2c1=O | -12% | 1% | -0.7% | -2% | i | x | -13% | -15% | -3.1
COc1ccc(Nc2ncnc3c2cnn3Cc2ccccc2)cc1OC | u | -2% | 4.7% | 0% | i | -27% | -10% | -8% | -1.3
COC(=O)c1[nH]c2ccccc2c1NC(=O)CCN1CCSCC1 | 4% | -1% | -0.5% | 1% | i | -12% | 27% | -23% | 1.7
O=C(Nc1cc(-c2nn(CC(=O)N3CCCCC3)c(=O)c3ccccc23)ccc1N1CCOCC1)c1ccc(Cl)cc1 | -3% | 10% | 0.1% | 15% | i | -4% | 0% | -10% | -1.4
CCOc1ccc(NC(=O)COC(=O)C2COc3ccccc3O2)cc1 (stereo not given) | x | x | -1.5% | 13% | u | x | -8% | 0% | 0.5
COc1ccc(C2=NC(C)(C)N(CC(=O)Nc3ccc(F)c(F)c3)C2=O)cc1 | x | -8% | 1.2% | x | x | -20% | x | -15% | x
CCn1c(C)nnc1SCC(=O)Nc1cccc(Cl)c1 | 1% | 10% | -0.4% | 16% | i | 13% | -11% | -2% | -0.4
CCc1ccc(S(=O)(=O)N(C(=O)Oc2ccccc2)c2ccc3oc(C)c(C(=O)OC)c3c2)cc1 | x | -10% | -1.2% | x | x | 3.7µM* | -8% | -11% | x
COC(=O)COc1ccc(S(=O)(=O)Nc2ccc(C(N)=O)cc2)cc1Cl | -9% | -3% | -0.4% | 11% | i | -4% | -26% | -2% | -2.0

Complete entries, quoted from the list. Order of values: ATXN2 expr inh | A549 viability | Nrf2 activator | EPAC2 ag | S2 tox | Nrf2 inh | TGFb SMAD3 inh | HepG2 viability | IL2 activator
COc1ccc(Cl)cc1NC(=O)CN(C)S(=O)(=O)c1ccc2c(c1)CCCN2C(C)=O reads -34% | -2% | 0.1% | x | u | x | u | -27% | x
Cc1ccccc1N(C)S(=O)(=O)c1nnc(NC(=O)C(C)C)s1 reads x | -10% | 0.2% | x | x | u | -9% | -1% | x
O=C(Nc1cc(-c2nn(CC(=O)N3CCCCC3)c(=O)c3ccccc23)ccc1N1CCOCC1)c1ccc(Cl)cc1 reads -3% | 10% | 0.1% | 15% | i | -4% | 0% | -10% | -1.4
COc1ccc(C2CC(=O)CCN2S(=O)(=O)c2ccc(C)cc2)cc1 (stereo not given) reads -12% | 9% | 3.8% | 21% | i | 9% | 4% | 9% | 0.6
COc1ccccc1S(=O)(=O)Cc1ccc(C(=O)N2CCN(c3ccc(C)cc3)C(C)C2)o1 (stereo not given) reads -25% | 7% | -2.7% | 10% | i | -18% | -7% | -1% | -3.1

Compound activity from PubChem BioAssay.
